M. tuberculosis HTS = M. tuberculosis growth inhibition, HTS (AID 449762) | M. tuberculosis H37Rv growth inhibition, 7H9 media; higher % means a stronger effect | inhibition, % at 25 µM; hits with a dose series show IC50 in µM | 330,000 compounds, 0.59% hits; in the data active means a potency from the dose series; inconclusive means inhibition above about 70% without an active follow-up result;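 further: bacterial growth assessed after seven days of incubation; strong numbers were not always called active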
H1N1 NS1A inhibition = H1N1 influenza NS1A inhibitors, functional cell based assay (AID 504329); NS1A functional cell-based assay, percent inhibition; higher % means a stronger effect; one-dose inhibition, % at 12.5 µM; IC50 in µM for titrated hits; 340,000 compounds, 0.3% hits; in the data active means a potency from the dose series; inconclusive means inhibition above about 27% without an active follow-up result; further: strong numbers were not always called active
Salmonella PhoP GFP = PhoP regulon inhibitors, Salmonella typhi PhoP promoter GFP reporter, confirmatory (AID 1850) | inhibition, % at 50 µM; hits with a dose series show IC50 in µM | 310,000 compounds, 0.33% hits | Salmonella Typhi PhoP-promoter GFP reporter, fluorescence, 4 h; higher % means a stronger effect; in the data active means a potency from the dose series; inconclusive means inhibition mostly from about 25% at the one dose, without a potency; inactive means the rest, 99 in 100 with inhibition below about 19%;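 further: 0% = induced wells with vehicle and 100% = uninduced wells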
tuberculosis growth = growth inhibition of non-replicating M. tuberculosis (AID 488890); Mycobacterium tuberculosis non-replicating, growth inhibition; higher % means a stronger effect; inhibition, % at 25 µM, or IC50 in µM where a hit was titrated; 320,000 compounds, 0.39% hits; in the data active means a potency from the dose series; inconclusive means inhibition mostly from about 82% at the one dose, without a potency; inactive means the rest, 99 in 100 with inhibition below about 76%;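 further: plate controls were DMSO cells for no effect and high antibiotic wells for full effect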
inhibitors of VEEV = inhibitors of VEEV TC-83 cytopathic effect, confirmation, Vero cells (AID 588727); Vero cells, VEEV TC-83 cytopathic effect inhibition; higher % means a stronger effect; inhibition, % at 20 µM, or IC50 in µM where a hit was titrated; 350,000 compounds, 0.13% hits; in the data active means a potency from the dose series; inconclusive means inhibition mostly from about 14% at the one dose, without a potency; inactive means the rest, 99 in 100 with inhibition below about 12%; further: strong numbers were not always called active
inhibitors of VEEV 10K pilot screen = further read-out of inhibitors of VEEV, marked with its call; inhibition, %; measured here: 10K pilot screen inhibition
The depositor's hits bear a star; i = inactive; ? = inconclusive; nt = not tested or not shown.

Sample of the layout (2 entries):
SMILES	M. tuberculosis HTS	H1N1 NS1A inhibition	Salmonella PhoP GFP	tuberculosis growth	inhibitors of VEEV	others
COCCSc1nnc(NC(=O)CSCc2ccccc2)s1	1%	8%	12%	?	0.6%
CCn1ncc(CNC(=O)C2(C)CC2(Br)Br)c1C (stereo not drawn)	2%	-1%	-2%	5%	1.0%

All compounds of this part (from the top)
SMILES	M. tuberculosis HTS	H1N1 NS1A inhibition	Salmonella PhoP GFP	tuberculosis growth	inhibitors of VEEV	others
COCCSc1nnc(NC(=O)CSCc2ccccc2)s1	1%	8%	12%	?	0.6%
CCn1ncc(CNC(=O)C2(C)CC2(Br)Br)c1C (stereo not drawn)	2%	-1%	-2%	5%	1.0%
CC(C)(O)C(=O)NNC(=S)Nc1cccc(C(F)(F)F)c1	2%	-4%	9%	-3%	i
Cc1nnc(-c2ccccc2)nc1N(C)C	-2%	-14%	8%	nt	0.8%
CC(C)OP(=O)(OC(C)C)C(Nc1ccc([N+](=O)[O-])cc1)c1cccc([N+](=O)[O-])c1 (stereo not drawn)	5%	5%	-1%	9%	i
CC(C)CCn1c(SCC(=O)OCn2nnc3ccccc3c2=O)nc2ccccc2c1=O	1%	1%	-4%	-3%	i
O=C(c1ccco1)N1CCN(C(=O)c2cc(-c3ccccn3)nc3ccc(Cl)cc23)CC1	0%	4%	-9%	18%	1.8%
O=C1C=CC(=O)N1	-4%	2%	-8%	35%	2.2%
COc1ccc(-c2cc(C(=O)OCc3ccccn3)c3ccccc3n2)cc1	?	-15%	-3%	72%	10%
CCCCCC(=O)Nc1cccc(C2=NOC3(C2)C[C@@H](C(N)=O)N(C(=O)c2ccc(OC)cc2)C3)c1 (stereo partly drawn)	23%	-11%	-1%	2%	0.1%
COc1ccc(Cn2c(C)c(C)c(C#N)c2NC(=O)Nc2ccc(F)cc2)cc1	-3%	2%	4%	3%	0.9%
CCC(=O)CC(c1ccc([N+](=O)[O-])cc1)c1c(O)c2ccccc2oc1=O (stereo not drawn)	-1%	1%	7%	3%	0.1%
CCOC(=O)C1=CN(Cc2cccc(Br)c2)S(=O)(=O)N(C)C1C (stereo not drawn)	nt	-3%	nt	nt	i
CC(C)c1ccc(S(=O)(=O)N2CCN(C(=O)CN3C(=O)NC4(CCCC4)C3=O)CC2)cc1	-11%	-6%	-8%	4%	1.6%
Cn1c(N)c(C(=O)COC(=O)C2CCCCC2)c(=O)n(C)c1=O	6%	33%	-2%	2%	1.5%
CCOc1cccc(-c2nnc3sc(C4CCCCC4)nn23)c1	?	2%	-10%	?	i
COC(=O)c1c(NC(=O)CC2SCC(C(=O)OC)NC2=O)sc2c1CCCC2 (stereo not drawn)	-3%	4%	-10%	26%	1.5%
Cc1cccc(C)c1NC(=O)CN(C)C(=O)c1ccc(-n2cncn2)c([N+](=O)[O-])c1	-2%	-5%	0%	-19%	i
COc1cc(C(=O)c2ccccc2)c([N+](=O)[O-])cc1OC	2%	nt	-1%	7%	i
COc1cc(/C=c2\sc3nc(=O)c(-c4ccccc4)nn3c2=O)ccc1OCCC(C)C	6%	-5%	-28%	7%	i	inhibitors of VEEV 10K pilot screen=2.5
CCOC(=O)c1ccc(Nc2ncnc3nc[nH]c23)cc1	-5%	12%	-14%	26%	3.0%
Cc1ccc(C(=O)N/N=C\c2cc(Br)c(Br)o2)cn1	-2%	nt	-6%	-6%	0.7%
Cc1ccc(C(C)NC(=O)C2CCCC2)c(C)c1 (stereo not drawn)	11%	-8%	-3%	10%	0.5%
Cc1ccc(NC(=O)Nn2cnnc2)c(C)c1	1%	-10%	-6%	-16%	0.8%
CCOC(=O)c1cc(C)n(-c2ccccc2)c1C	-1%	1%	3%	18%	2.6%
Cc1ccn2c(C(=O)NN=C3CCN(C)CC3)c(C)nc2c1	3%	5%	-11%	-1%	0.1%	inhibitors of VEEV 10K pilot screen=0.9
CCOC(=O)N1CCC(NC(=O)CCN2C(=O)C3C4C=CC(C4)C3C2=O)CC1 (stereo not drawn)	1%	8%	-11%	-5%	0.2%
CN1C(C)(C)CC(=NO)CC1(C)C	nt	-1%	nt	nt	2.6%
CC(C)(C)NC(=O)NC(=O)COC(=O)CNC(=O)c1cc(Cl)cc([N+](=O)[O-])c1	-3%	-2%	1%	14%	1.5%
O=C(N/N=C/c1cc2c(cc1[N+](=O)[O-])OCO2)c1cccnc1	-3%	-6%	11%	-11%	1.1%
COc1ccc2c(c1)cc(C(=O)N/N=C/c1c(O)c(C(=O)O)cc3ccccc13)n2C	-5%	-29%	-3%	10%	i
Cc1ccc(CNS(=O)(=O)NCc2cccs2)cc1	14%	0%	-1%	70%	i
O=C(Nc1cc(C(F)(F)F)ccc1Cl)c1cccnc1	3%	-4%	-3%	-2%	0.2%
CCCCN(C(=O)c1cccc(S(=O)(=O)N2CCN(Cc3ccccc3)CC2)c1)c1ccccc1	-12%	-2%	-9%	-2%	3.3%
Cc1ccc(C)n1-c1ccc(C(=O)N2CCOCC2)cc1	-9%	6%	-2%	4%	i
Cc1ccc(NC(=O)COc2ccc(CCO)cc2-n2nc3ccccc3n2)cc1C	18%	-2%	-7%	73%	9.2%
CCCCNC(=O)c1cc(C)no1	-1%	-8%	-5%	54%	1.5%
CCOc1nc(-c2ccccc2Cl)ccc1C#N	0%	-7%	-11%	17%	i
CN(Cc1cnccn1)C(=O)CC1C(=O)NCCN1Cc1cccc(F)c1 (stereo not drawn)	-8%	-3%	-2%	-3%	3.1%
CCOC(=O)CNC(=O)CSc1nnc(-c2c[nH]c3ccccc23)n1CC	2%	0%	-4%	-2%	0.8%
O=C(CSc1nc2c(c(=O)n1-c1ccc(Br)cc1)SCC2)Nc1nccs1	-8%	-4%	-4%	2%	1.1%
COc1cc(C=O)ccc1Oc1ccc(S(=O)(=O)N2CCOCC2)cc1[N+](=O)[O-]	-5%	-1%	nt	21%	1.3%
O=[N+]([O-])c1ccc2nc(NCCCO)nc(-c3ccccc3)c2c1	5%	7%	-6%	17%	8.6%
CCOC(=O)C1CCCN(C2CCN(Cc3nc(-c4ccccc4)no3)CC2)C1 (stereo not drawn)	-1%	8%	-3%	7%	0.6%
NC(=O)c1nnn(-c2ccc([N+](=O)[O-])cc2)c1-c1ccccc1	-1%	-9%	3%	5%	6.2%
CC(C)c1ccc(CNC(=O)C(=O)Nc2nccs2)cc1	45%	-9%	-7%	?	0.1%
COc1cccc(/C=C/C(=O)NNC(=O)CCN2CCN(Cc3ccccc3)CC2)c1	9%	-16%	7%	15%	i
Fc1ccc(NC(=S)Nc2ccc3nccnc3c2)cc1	-4%	-10%	3%	?	8.7%
O=c1nc(Nc2ccc(Br)cc2)sc2ccc([N+](=O)[O-])cc12	-3%	-7%	6%	-17%	2.4%
O=C(CCCc1nc2ccccc2s1)NCc1ccccc1	1%	-7%	-2%	50%	0.0%

Next section:
SMILES	M. tuberculosis HTS	H1N1 NS1A inhibition	Salmonella PhoP GFP	tuberculosis growth	inhibitors of VEEV	others
CCOC(=O)c1sc2nc(C)nc(SCC(N)=O)c2c1C	0%	1%	5%	-1%	2.7%
COc1ccc(C(=O)C2CCCN(Cc3cnc(C)s3)C2)cc1OC (stereo not drawn)	-3%	11%	-4%	-5%	0.5%
Cn1nnnc1SCC(=O)Nc1ccccc1Cl	-10%	1%	7%	-15%	0.9%
Cc1cc(=O)[nH]c(SC(C)C(=O)Nc2cccc3ccccc23)n1 (stereo not drawn)	-7%	2%	10%	13%	0.9%
C=CCc1cc(C)ccc1OCCOCCn1ccnc1	-5%	-10%	-25%	51%	i
Cc1cccc(N2CCN(C(=O)C(Cc3ccccc3)NC(N)=O)CC2)c1C (stereo not drawn)	1%	0%	-3%	6%	i
O=C(O)c1cc(NN=C2c3ccccc3-c3ccccc32)ccc1Cl	14%	-3%	10%	19%	3.1%
O=C(OCC#CCSc1nnc(-c2cccc3ccccc23)o1)c1cnc[nH]1	5%	12%	nt	69%	5.6%
CCN(CC)CCCNC(=O)c1cc(Nc2ccc(OC)cc2OC)nc2ccccc12	2%	24%	-22%	-12%	1.7%
Cc1cccc(-c2nc3c(c(SCC(=O)N4CCCC4)n2)COC(C)(C)C3)c1	-33%	7%	-12%	4%	i
Cc1cc(C)cc(NC(=O)c2cccc(NC(=O)c3ccco3)c2)c1	-2%	11%	1%	29%	13%
CC1(C(=O)NC2CCCCCCC2)CC1(Cl)Cl (stereo not drawn)	-4%	15%	-4%	13%	i
CCN(CC)C(=O)c1cc2c(=O)n3ccccc3nc2s1	-10%	-2%	-11%	-14%	9.6%
CC1(C(=O)O)CCC(C(=O)Nc2ccccc2)C1(C)C (stereo not drawn)	-17%	5%	6%	1%	2.8%
Cc1cc2nc(SCCOC(=O)Nc3ccccc3)nc(C)c2cc1C	-3%	-2%	-3%	-1%	10%
CN(C)/C=N/c1nc2nccc(-c3cccs3)n2n1	-4%	-2%	0%	-2%	4.0%
CC(=O)c1ccc(S(=O)(=O)NCCC(=O)NC(C)c2ccncc2)cc1 (stereo not drawn)	-8%	3%	nt	-2%	i
O=C(Cn1nc(-c2ccccc2)ccc1=O)Nc1ccc(NC(=O)c2ccccn2)cc1	8%	-8%	-11%	5%	0.7%
COc1ccc(C(=O)n2c(C)c(CCO)c(=O)n2C)cc1	0%	3%	-5%	-27%	1.6%
CCN(CC(=O)Nc1ccccc1C(F)(F)F)C(=O)CN1C(=O)NC(C)(c2ccccc2)C1=O (stereo not drawn)	0%	-10%	7%	-1%	2.2%

5 records picked at random from the list so far, as already listed:
SMILES	M. tuberculosis HTS	H1N1 NS1A inhibition	Salmonella PhoP GFP	tuberculosis growth	inhibitors of VEEV	others
Cc1cc2nc(SCCOC(=O)Nc3ccccc3)nc(C)c2cc1C	-3%	-2%	-3%	-1%	10%
CN(C)/C=N/c1nc2nccc(-c3cccs3)n2n1	-4%	-2%	0%	-2%	4.0%
CCN(CC)C(=O)c1cc2c(=O)n3ccccc3nc2s1	-10%	-2%	-11%	-14%	9.6%
CCN(CC(=O)Nc1ccccc1C(F)(F)F)C(=O)CN1C(=O)NC(C)(c2ccccc2)C1=O (stereo not drawn)	0%	-10%	7%	-1%	2.2%
CC1(C(=O)O)CCC(C(=O)Nc2ccccc2)C1(C)C (stereo not drawn)	-17%	5%	6%	1%	2.8%

Next part
SMILES	M. tuberculosis HTS	H1N1 NS1A inhibition	Salmonella PhoP GFP	tuberculosis growth	inhibitors of VEEV	others
Cc1ccc(S(=O)(=O)N2CCN(C(=O)c3cccc(F)c3)CC2)cc1	-11%	3%	-18%	-15%	0.6%
COc1cccc(/C=N/NC(=O)CSc2ccccc2C)c1OC	1%	-5%	-5%	-3%	1.1%
COc1ccc(NC(=O)COc2cccc(C(F)(F)F)c2)cn1	1%	-3%	-11%	67%	0.5%
O=S(=O)(NCCN1CCOCC1)c1cccs1	-1%	-9%	2%	-3%	1.3%
O=C(N1CCOCC1)N1CCN(c2ccc(F)cc2)CC1	-1%	-2%	-8%	5%	i
Cn1nnnc1SCC(=O)N1c2ccccc2Sc2ccc(Cl)cc21	2%	-8%	1%	8%	6.0%
CC(NCC(=O)NCCc1ccc(S(N)(=O)=O)cc1)c1ccc(F)cc1 (stereo not drawn)	-8%	5%	-6%	1%	4.9%
O=C1C2C3C=CC(C3)C2C(=O)N1c1cccc2cccnc12 (stereo not drawn)	-2%	-1%	-1%	-5%	0.9%
COc1cccc(NC(=O)CN2CCc3ccccc3C2)c1	-4%	-4%	2%	-1%	0.2%
C=CCN1c2ccccc2[C@]23C[C@@H](C(=O)OC)N(C(=O)C4CCC4)C2=NC(C(=O)OC)=C(C(=O)OC)[C@H]13	-2%	11%	-2%	27%	1.1%
O=c1[nH]c(SCc2ccc(Cl)cc2)nc2ccccc12	4%	-6%	6%	16%	1.3%
C/C(=C1/SC(N2CCOCC2)=NC1=O)c1ccc(Cl)cc1	-12%	0%	0%	27%	0.1%
CC1CCCN(C(=O)C2CCN(c3ncnc4c3nc3n4CCCCC3)CC2)C1 (stereo not drawn)	35%	-3%	9%	-8%	2.9%
O=C(NC1CCCC1)C(c1ccccc1)N(C(=O)c1csnn1)c1ccccc1F (stereo not drawn)	1%	3%	3%	-8%	2.2%
CCOc1ccc(N(CC)S(=O)(=O)c2ccc3c(c2)n(C)c(=O)c(=O)n3C)cc1	-13%	1%	nt	nt	8.7%
CCCCC(=O)Oc1c(S(=O)(=O)c2ccc(C)cc2)c(C)nn1C(C)(C)C	6%	-12%	-9%	7%	0.4%

Screening data deposited in PubChem BioAssay by Southern Research Specialized Biocontainment Screening Center.
